# Assay outcomes (PubChem)
# M. tuberculosis HTS – M. tuberculosis growth inhibition, HTS (AID 449762); M. tuberculosis H37Rv growth inhibition, 7H9 media; higher % means a stronger effect; inhibition, % at 25 µM; hits with a dose series show IC50 in µM; hit rate 0.59% among 330,000; in the data active = a potency from the dose series; inconclusive = inhibition above about 70% without an active follow-up result;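 note: bacterial growth assessed after seven days of incubation; strong numbers were not always called active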
# Salmonella PhoP GFP – Inhibition of PhoP regulon, Salmonella typhi GFP reporter cells, confirmation, 4 h (AID 1850); one-dose inhibition, % at 50 µM; IC50 in µM for titrated hits; hit rate 0.33% among 310,000; Salmonella Typhi PhoP-promoter GFP reporter, fluorescence, 4 h; higher % means a stronger effect; in the data active = a potency from the dose series; inconclusive = inhibition mostly from about 25% at the one dose, without a potency; inactive = the rest, 99 in 100 with inhibition below about 19%;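 note: 0% = induced wells with vehicle and 100% = uninduced wells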
# influenza NS1A – H1N1 influenza NS1A inhibitors, functional cell based assay (AID 504329); hit rate 0.3% among 340,000; inhibition, % at 12.5 µM; hits with a dose series show IC50 in µM; NS1A functional cell-based assay, percent inhibition; higher % means a stronger effect; in the data active = a potency from the dose series; inconclusive = inhibition above about 27% without an active follow-up result; note: strong numbers were not always called active
# tuberculosis growth – growth inhibition of non-replicating M. tuberculosis (AID 488890) | Mycobacterium tuberculosis non-replicating, growth inhibition; higher % means a stronger effect | inhibition, % at 25 µM, or IC50 in µM where a hit was titrated | hit rate 0.39% among 320,000; in the data active = a potency from the dose series; inconclusive = inhibition mostly from about 82% at the one dose, without a potency; inactive = the rest, 99 in 100 with inhibition below about 76%;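 note: plate controls were DMSO cells for no effect and high antibiotic wells for full effect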
# inhibitors of VEEV – inhibitors of VEEV TC-83 cytopathic effect, confirmation, Vero cells (AID 588727); hit rate 0.13% among 350,000; inhibition, % at 20 µM, or IC50 in µM where a hit was titrated; Vero cells, VEEV TC-83 cytopathic effect inhibition; higher % means a stronger effect; in the data active = a potency from the dose series; inconclusive = inhibition mostly from about 14% at the one dose, without a potency; inactive = the rest, 99 in 100 with inhibition below about 12%; note: strong numbers were not always called active
# inhibitors of VEEV 10K pilot screen – recorded beside inhibitors of VEEV, whose call it bears; inhibition, %; measured here: 10K pilot screen inhibition
# An asterisk follows results filed as active; i = inactive; u = inconclusive; x = no result given.
SMILES,M. tuberculosis HTS,Salmonella PhoP GFP,influenza NS1A,tuberculosis growth,inhibitors of VEEV,others
CCOC(=O)[C@@H]1[C@H]2COc3cc(OC)ccc3[C@@H]2N2C(=O)N(c3ccc(OC)cc3)C(=O)[C@@]12C,1%,x,-1%,2%,0.2%,
COc1cccc(C2C3=C(N=C4SCC(=O)N42)c2ccccc2CC3)c1OC (centres undefined),46%,-3%,-8%,25%,4.7%,
C[C@]12CC[C@@H]3c4cc(O)c(O)cc4CC[C@H]3[C@@H]1CC[C@@H]2O,10%,5%,11%,-7%,0.8%,
COc1ccc(C2(CNC(=O)c3ccccc3)CCCC2)cc1OC,2%,-2%,21%,9%,i,
CC1CN(C2CCN(S(=O)(=O)c3ccc4ccccc4c3)CC2)CC(C)O1 (centres undefined),-1%,-4%,-10%,17%,i,
CCCn1c(N)c(Br)c(=O)[nH]c1=O,3%,-5%,11%,-3%,1.1%,
Cc1ccc(-n2[nH]c(C)c(/C=N/n3c(C)nc4ccccc4c3=O)c2=O)cc1,u,-9%,3%,67%,1.3%,
CCn1c(SCC(=O)N/N=C/c2ccccc2OCC(=O)O)nnc1-c1ccc(C(C)(C)C)cc1,5%,5%,15%,13%,1.1%,
CC(C)CNC(=O)C1C2C=CC(C2)C1C(=O)O (centres undefined),67%,-15%,-1%,13%,1.4%,
Cc1ccc(S(=O)(=O)N(C)c2ccc(OCC(=O)Nc3nc4c(ccc5ccccc54)s3)cc2)cc1,-3%,-1%,11%,17%,3.4%,
CC(=O)[C@@H]1[C@@H](C)N(Cc2ccccc2)C(=O)N[C@H]1c1ccccc1,-2%,17%,-6%,8%,0.7%,inhibitors of VEEV 10K pilot screen=1.7
Cn1c2c(c(=O)n(C)c1=O)C1c3cc(Cl)ccc3OCC1CO2 (centres undefined),-2%,1%,6%,-1%,1.2%,
Cc1ccc(S(=O)(=O)N2CCC(C(=O)OC(C)C(=O)NCc3ccc4c(c3)OCO4)CC2)cc1 (centres undefined),2%,10%,0%,17%,i,inhibitors of VEEV 10K pilot screen=0.2
COc1ccc2ccccc2c1CN1CCN(C)CC1,-8%,3%,-1%,-1%,1.4%,
CCC(C)NC(=O)c1c(N)n(Cc2ccc3c(c2)OCO3)c2nc3ccccc3nc12 (centres undefined),12%,-2%,3%,-3%,u,
O=S(=O)(Nc1ccc2c(c1)OCCO2)c1cccc(F)c1,11%,-1%,-8%,46%,0.6%,
COC(=O)c1ccc(C(=O)OC)c(NC(=O)CSc2ccccn2)c1,45%,0%,-1%,21%,3.5%,
O=C(Nc1ccc(Br)cc1)c1ccc(-n2cnnn2)cc1,3%,3%,-10%,-7%,0.9%,
C=CCC[C@@H](Cc1ccc(F)cc1)C(=O)OC[C@H](Cc1c[nH]c2ccccc12)NC(=O)[C@@H](CC=C)CC(=O)N[C@H](CO)Cc1ccccc1,-2%,x,0%,11%,i,
O=C(Nc1ccc2c(c1)CCCN2C(=O)c1ccccc1)c1ccccc1,8%,4%,-1%,9%,2.5%,
CN(CCc1ccccc1)c1ccc([N+](=O)[O-])cn1,-1%,-2%,-21%,64%,i,
Cc1ccc(NC(=S)N(CCCN(C)C)Cc2cc3cc4c(cc3[nH]c2=O)OCO4)cc1,-1%,13%,-1%,-3%,3.2%,
O=C(NCCCN1CCCC1=O)c1cc2ccccc2o1,6%,x,-6%,2%,i,
Cc1ccc(S(=O)(=O)N2CCCN(C)CC2)cc1,0%,-6%,-18%,-7%,3.7%,
COc1ccc(/C=C(\NC(=O)c2ccccc2)C(=O)NCc2ccco2)cc1OC,4%,4%,-1%,-12%,1.1%,
COc1cc(C(=O)NCC(c2cccs2)N2CCOCC2)cc(Br)c1OCc1ccccc1 (centres undefined),4%,x,-4%,18%,4.0%,
Cc1csc(NC(=O)CCC(=O)N(CC(=O)NC2CCCC2)c2ccccc2)n1,7%,-3%,-17%,-1%,2.3%,
CCOC(=O)CSc1n[nH]c(NC(=O)c2ccc(F)cc2)n1,-2%,-8%,-5%,14%,2.3%,
CN(C)CCCNC(=S)NCc1ccc(Cl)cc1,0%,0%,-1%,-7%,i,
N#Cc1ccc(NCC(=O)Nc2ccc3c(c2)OCCO3)cc1,-3%,1%,1%,16%,4.3%,
N#CCCN(C(=O)COC(=O)C1CCN(S(=O)(=O)c2ccccc2C(F)(F)F)CC1)c1ccccc1,x,x,-16%,x,0.4%,
Cc1ccc(NCc2nnc(SCc3ccc(C#N)cc3)n2Cc2ccco2)c(C)c1,10%,5%,8%,15%,4.0%,
COc1ccc(C2/C(=C(/O)c3ccc(C)cc3)C(=O)C(=O)N2c2ccccn2)cc1 (centres undefined),-4%,4%,-31%,46%,i,
Cc1cc(Oc2ccc(C#N)cc2)nc(N2CCOCC2)n1,2%,5%,1%,-12%,0.1%,
COC(=O)C1=C(c2ccc(F)cc2F)C[C@@H]2CC[C@H]1N2C(=O)N1CCCCC1,-10%,x,-22%,11%,i,
Cc1cccc(N2C(=O)N3[C@H](c4ccc(F)cc4)[C@@H]4C(=O)N(C5CCCCC5)C(=O)[C@@H]4[C@]3(Cc3ccccc3)C2=O)c1,-9%,9%,8%,41%,1.0%,
Cc1cc(C)nc(N(C#N)Cc2ccccc2)n1,-18%,-7%,-26%,2%,1.3%,
COCCNC(=O)C(c1ccc(C)o1)N(C(=O)c1snc(C(N)=O)c1N)c1ccc(C)cc1 (centres undefined),7%,-13%,-2%,24%,0.5%,
COC(=O)C1(C)NC(c2cccc(C)c2)C2C(=O)N(c3ccc(F)cc3)C(=O)C21 (centres undefined),1%,-6%,-3%,17%,i,
CSCCC(NC(=O)c1occc1C)C(=O)O (centres undefined),-1%,-11%,7%,-5%,0.5%,
CC(=O)c1sc(NC(=O)C2(F)C(F)(F)C(F)(F)C(F)(F)C(F)(F)C2(F)F)nc1C,64%,14%,-7%,u,i,
CCC(=O)Nc1ccc2c(c1)Cc1cc(NC(=O)CC)ccc1-2,2%,10%,-6%,11%,0.9%,
CCCCCCC1CC(=O)NC(=S)N1 (centres undefined),-1%,-8%,-4%,u,0.7%,
COc1cc(CCC(=O)OCC(=O)Nc2cccc(S(=O)(=O)N(C)C)c2)cc(OC)c1OC,7%,-1%,-3%,20%,2.2%,
Cc1cccc(-n2ncc3c2CCCC3NC(=O)C2(C(N)=O)CC2)c1C (centres undefined),-3%,-7%,12%,7%,i,
CCOC(=O)CSc1cc(C(F)(F)F)nc(-c2ccccn2)n1,-6%,1%,-1%,33%,i,
Cc1oc(C(C)(C)C)cc1C(=O)N1CCN(C(c2ccccc2)c2ccccc2)CC1,14%,11%,-4%,14%,i,
COc1cccc(-c2nc(CS(=O)(=O)CC(=O)NC3CC3)c(C)o2)c1,3%,0%,-1%,5%,3.5%,
O=S(=O)(Cc1ccc(Cl)cc1)N1CCCCCC1,7%,2%,-8%,-3%,5.0%,
O=C(O)CCCC(=O)N1CCN(c2cccc(Cl)c2)CC1,-9%,-11%,-2%,-14%,0.5%,
COC(=O)c1sccc1NC(=O)CSCCc1ccccn1,0%,4%,-4%,17%,1.3%,
CC1CCCCN1C(=O)COC(=O)c1ccc2c(c1)C(=O)N(Cc1ccco1)C2=O (centres undefined),-6%,x,-2%,-7%,0.1%,
COc1ccc2c(c1)CCC(C)N2S(=O)(=O)c1ccc(C2CNC(=O)C2)cc1 (centres undefined),-1%,7%,-32%,24%,i,
Cc1ccnc(SCc2cn3c(C)cccc3n2)n1,3%,3%,5%,6%,2.3%,
O=C(NCC1COc2ccccc2O1)c1c[nH]c2ccc(S(=O)(=O)N3CCOCC3)cc2c1=O (centres undefined),x,x,-12%,x,4.0%,
CCN(CC)CCNC1=NCCn2c1cc1cc(OC)ccc12,9%,5%,13%,12%,7.4%,
COc1ccc2cc(/C=N/NC(=O)c3c(Cl)cnn3C)c(Cl)nc2c1,5%,-5%,3%,-2%,0.2%,
S=c1[nH]c2ccccc2n1CCc1ccncc1,x,x,-6%,x,1.5%,
N/C(COc1ccc(Cl)cc1)=N\NS(=O)(=O)c1ccccc1,1%,-9%,-3%,-6%,6.2%,inhibitors of VEEV 10K pilot screen=0.4
C=CCOc1ccc(/C=N/O)cc1Cl,90%,-5%,-1%,13%,0.3%,

# Of the compounds above, 2 contain a CF3 group:
SMILES,M. tuberculosis HTS,Salmonella PhoP GFP,influenza NS1A,tuberculosis growth,inhibitors of VEEV,others
N#CCCN(C(=O)COC(=O)C1CCN(S(=O)(=O)c2ccccc2C(F)(F)F)CC1)c1ccccc1,x,x,-16%,x,0.4%,
CCOC(=O)CSc1cc(C(F)(F)F)nc(-c2ccccn2)n1,-6%,1%,-1%,33%,i,

# Further records follow.
SMILES,M. tuberculosis HTS,Salmonella PhoP GFP,influenza NS1A,tuberculosis growth,inhibitors of VEEV,others
CCCn1c(SCC(=O)N2CCCC2=O)nc2ccccc2c1=O,x,x,4%,x,0.7%,
Cc1ccc(C(CNS(=O)(=O)c2ccccc2)N2CCN(C)CC2)cc1 (centres undefined),-2%,8%,11%,21%,i,
Nc1nc(NCc2ccccc2)nc(Nc2ccc(F)cc2)c1[N+](=O)[O-],-6%,-7%,-1%,-4%,4.0%,
Cc1ccc(-c2ccc(/C=N/N3C(=O)C4C5C=CC(C6CC56)C4C3=O)o2)c([N+](=O)[O-])c1 (centres undefined),1%,2%,17%,33%,7.5%,
CCOc1ccc(NC(=O)CCNS(=O)(=O)c2cccs2)cc1,-13%,3%,1%,-7%,1.8%,
CN(C)CCNC(=O)c1c(O)c2c([nH]c1=O)CCCC2,-3%,5%,7%,-4%,1.1%,
CC(=O)Nc1ccc(NC(=O)Nc2ccc(C)cc2C)cc1,-1%,-7%,7%,25%,0.5%,
CC(C)(C)N1C(=O)c2ccc(C(=O)Nc3ccc(C(=O)O)cc3)cc2C1=O,2%,-6%,-6%,7%,0.9%,
COc1cccc(OC)c1C(=O)OCC(=O)N1CC(C)CC(C)C1 (centres undefined),2%,x,-8%,-16%,1.0%,
COCCSc1ccccc1C(=O)Nc1ccc([N+](=O)[O-])cc1OC,3%,2%,-4%,8%,0.3%,
CCOC(=O)Cn1c2ccc(OC)cc2c2nc3ccccc3nc21,1%,-54%,-3%,-4%,i,
O=C(NCC(=O)N1CCC2(CC1)NCCc1[nH]cnc12)c1ccc(Br)cc1,7%,-16%,1%,3%,0.9%,
COc1ccc(NC(=O)CSc2nccn2Cc2ccccc2)cc1,-1%,-15%,0%,29%,2.7%,
CCCn1nc(-c2nnc(-c3ccc(C)c(C)c3)o2)c2ccccc2c1=O,-5%,-5%,-4%,-21%,3.0%,
CCCCc1nc2sc3c(SCCN(C)C)ncnc3c2c2c1CCC2,u,3%,8%,u,41%,
COCCn1c(C)cc(C(=O)COC(=O)c2ccc(S(=O)(=O)N(C)C)cc2)c1C,-4%,x,-17%,x,1.6%,
CCCCC1(C)OC(=O)C(=Cc2ccc(N(C)C)cc2)C(=O)O1 (centres undefined),-6%,-3%,1%,-5%,i,
CCC(=O)Nc1cccc(NC(=S)NC(=O)c2ccc(Cl)cc2Cl)c1,6%,-11%,-3%,-5%,6.5%,
COC(=O)CCCCC(=O)C1C(=O)CC(C)(C)C(C(=O)OC)C1=O (centres undefined),-1%,6%,-6%,3%,0.7%,
COc1ccc(-n2c(SCC(=O)Nc3ccc(C)cc3)nc(O)c(Cc3ccccc3)c2=O)cc1,-10%,-10%,-11%,25%,2.5%,
CCc1cc2c(=O)oc(-c3ccccc3F)nc2s1,14%,-2%,-8%,79%,1.4%,
O=C(Nc1ccc(N2CCOCC2)cc1)c1cccc(S(=O)(=O)N2CCCCC2)c1,x,x,2%,x,i,
Cc1ccc(S(=O)(=O)N2CCN(C(=O)COC(=O)c3ccccc3OC(F)F)CC2)c(C)c1,x,x,-13%,x,8.4%,

# Sorted by count of non-hydrogen atoms (descending): some entries from above
SMILES,M. tuberculosis HTS,Salmonella PhoP GFP,influenza NS1A,tuberculosis growth,inhibitors of VEEV,others
CCn1c(SCC(=O)N/N=C/c2ccccc2OCC(=O)O)nnc1-c1ccc(C(C)(C)C)cc1,5%,5%,15%,13%,1.1%,
COc1ccc(C2/C(=C(/O)c3ccc(C)cc3)C(=O)C(=O)N2c2ccccn2)cc1 (centres undefined),-4%,4%,-31%,46%,i,
COC(=O)CCCCC(=O)C1C(=O)CC(C)(C)C(C(=O)OC)C1=O (centres undefined),-1%,6%,-6%,3%,0.7%,
Cc1cc(Oc2ccc(C#N)cc2)nc(N2CCOCC2)n1,2%,5%,1%,-12%,0.1%,
S=c1[nH]c2ccccc2n1CCc1ccncc1,x,x,-6%,x,1.5%,
CCCCCCC1CC(=O)NC(=S)N1 (centres undefined),-1%,-8%,-4%,u,0.7%,
